Compound activity: PubChem, several laboratories
M5 antag = blocks acetylcholine activation of human M5 receptor; P08912; CHO-hM5 cells, Fluo-8 calcium fluorescence, ACh EC80; inhibition, % at 3 µM; actives 0.59% (n = 360,000);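 active = inhibition above a per-plate cutoff, the mean of that plate's test compounds plus 3 SD, cut at about 27% in these data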;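 also: 0% = acetylcholine EC80 with DMSO and 100% = DMSO without agonist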
Target sequence (P08912 whole entry, looked up): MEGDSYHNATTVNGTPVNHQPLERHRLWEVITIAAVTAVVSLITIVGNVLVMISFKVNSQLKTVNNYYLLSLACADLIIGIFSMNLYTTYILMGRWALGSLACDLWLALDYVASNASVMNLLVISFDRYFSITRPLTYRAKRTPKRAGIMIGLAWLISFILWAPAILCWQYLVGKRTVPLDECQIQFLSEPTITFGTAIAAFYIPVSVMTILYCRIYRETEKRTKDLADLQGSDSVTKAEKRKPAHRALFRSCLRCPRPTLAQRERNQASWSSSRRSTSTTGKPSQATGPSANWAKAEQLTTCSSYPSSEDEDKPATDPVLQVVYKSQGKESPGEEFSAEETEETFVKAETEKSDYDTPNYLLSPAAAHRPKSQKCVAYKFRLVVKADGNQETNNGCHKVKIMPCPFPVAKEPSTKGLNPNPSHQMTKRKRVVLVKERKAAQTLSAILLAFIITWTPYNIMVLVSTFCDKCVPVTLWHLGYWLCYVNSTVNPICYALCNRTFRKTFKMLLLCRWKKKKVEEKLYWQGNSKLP
CRFBP-R2 agonist = agonists of human CRF-binding protein/CRF-R2 receptor complex; HEK293 CRF-R2/CRF-BP, calcium dye fluorescence (FLIPR); percent of saturating CRF peptide response; activation, % at 13.2 µM; actives 0.46% (n = 350,000); AID 588473;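 active = activation of at least 50%, plus an integration ratio under a set limit after plate pattern correction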;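 also: plate controls were neutral control wells without compound for no effect and CRF at EC100 for full effect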
M4 antag = blocks acetylcholine activation of human M4 receptor | CHO-hM4 cells, ACh EC80, Fluo-8 calcium fluorescence | inhibition, % at 3 µM | AID 624125 | actives 0.73% (n = 360,000) | P08173;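 active = inhibition above its plate's cutoff, the mean inhibition of sample wells plus 3 SD, cut at about 27% in these data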;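 also: 0% = acetylcholine EC80 with DMSO and 100% = DMSO without agonist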
Target sequence (P08173 whole entry, looked up): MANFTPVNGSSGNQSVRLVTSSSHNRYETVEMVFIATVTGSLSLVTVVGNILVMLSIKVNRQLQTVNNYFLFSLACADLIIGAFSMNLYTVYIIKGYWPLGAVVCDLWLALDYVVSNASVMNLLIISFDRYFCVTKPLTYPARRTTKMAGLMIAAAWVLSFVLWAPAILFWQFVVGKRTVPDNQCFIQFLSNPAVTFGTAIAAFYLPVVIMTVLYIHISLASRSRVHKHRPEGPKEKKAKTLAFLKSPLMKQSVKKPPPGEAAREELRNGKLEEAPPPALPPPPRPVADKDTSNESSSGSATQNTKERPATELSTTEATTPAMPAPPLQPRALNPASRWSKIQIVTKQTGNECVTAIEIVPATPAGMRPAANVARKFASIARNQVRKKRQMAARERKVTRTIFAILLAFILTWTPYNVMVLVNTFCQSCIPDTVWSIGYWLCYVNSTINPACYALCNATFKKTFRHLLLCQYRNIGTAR
CHRM5 agonist = agonists of human muscarinic M5 receptor (CHRM5); CHO-K1 hM5 cells, Fluo-8 calcium fluorescence; 0% DMSO wells, 100% maximal acetylcholine response; P08912; activation, % at 3 µM; actives 0.19% (n = 360,000);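 active = activation above the run's mean over test compounds plus 3 SD, cut at about 23% in these data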;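 also: signal is peak over basal fluorescence ratio across the kinetic read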
M1 PAM = human CHRM1 positive allosteric modulation. P11229. CHO-K1 hM1, Fluo-8 calcium fluorescence, ACh EC20; 0% = ACh EC20, 100% = maximal ACh. activation, % at 3 µM. actives 0.088% (n = 360,000). AID 588819; in the data active = activation above about 19%, passing the limit was not always enough
M1 antag = blocks human M1 muscarinic receptor; P11229; CHO-K1 hM1, Fluo-8 calcium fluorescence, ACh EC80 antagonist; inhibition, % at 3 µM; actives 1.3% (n = 360,000); AID 588852;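 active = percent inhibition above its own plate's cutoff, namely the mean of that plate's compound wells plus 3 SD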;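 also: peak over basal fluorescence ratio during 140 s after agonist addition; 0% = ACh EC80 plus DMSO and 100% = DMSO alone without agonist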
CHRM4 agonist = agonists of human muscarinic M4 receptor (CHRM4); AID 624127; activation, % at 3 µM; CHO-K1 hM4/Gqi5, Fluo-8 calcium fluorescence; vehicle 0%, full acetylcholine response 100%; P08173; actives 0.14% (n = 360,000);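 active = activation above the run mean over all test wells plus 3 SD, cut at about 32% in these data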;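 also: peak over basal fluorescence ratio per well then scaled between controls; 0% = DMSO wells and 100% = acetylcholine at EC100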
M4 PAM = potentiates acetylcholine response at human M4 receptor; P08173; CHO-K1 hM4/Gqi5, Fluo-8 calcium fluorescence, ACh EC20; 0% = ACh EC20, 100% = maximal ACh; activation, % at 3 µM; actives 0.4% (n = 360,000);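 active = activation above its plate's cutoff, the mean activation of sample wells plus 3 SD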; also: some results filed as inactive read as strong as hits
M5 PAM = potentiates acetylcholine response at human M5 receptor | CHO-K1 hM5, Fluo-8 calcium, ACh EC20 PAM; 0% = ACh EC20, 100% = ACh EC100 | activation, % at 3 µM | P08912 | actives 0.3% (n = 360,000);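 active = activation above the run cutoff, the mean activation of all test compounds plus 3 SD, cut at about 18% in these data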
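system = human M5 receptor in CHO-K1 cells | compound = one concentration, 3 µM final (nominal) | schedule = Post-acetylcholine fluorescence recording 140 s | signal = Fluo-8 calcium dye fluorescence, kinetic read | benchmarks = low control EC20 acetylcholine (0%), high control EC100 acetylcholine (100%) | repeats = singlicate, one well per test compound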
* hit, by the source's call; . = no result given. Rows are unselected; any-hit rate near 2.8%.

SMILES	M5 antag	CRFBP-R2 agonist	M4 antag	CHRM5 agonist	M1 PAM	M1 antag	CHRM4 agonist	M4 PAM	M5 PAM
O=C(NCC(c1ccco1)N1CCCC1)c1ccc(Cl)c(S(=O)(=O)N2CCc3ccccc32)c1 (centres undefined)	12	1.0	1	-6	-16	32	9	-11	-32
CCN(CC)c1ccc(C(=O)NNC(=O)CCl)cc1	6	-5.0	6	-5	11	-12	-1	-1	4
CCOc1cc2c(cc1/C=C1/NC(=O)N(CC(=O)OC)C1=O)OCO2	11	-1.2	7	2	2	2	0	1	2
Cc1cccc(C)c1-n1nnnc1SCSc1nnnn1-c1c(C)cccc1C	2	1.2	2	1	-1	-3	0	0	1
CCOc1ccc(NC(=O)N(C2CCCCC2)C(C)c2ccncc2)cc1 (centres undefined)	0	1.2	5	-1	-1	0	1	-2	0
COc1ccc(NC(=O)COc2ccc3oc(=O)cc(C)c3c2)cc1	7	0.3	-6	4	14	0	3	1	4
CC(NC(=O)NC12CC3CC(CC(C3)C1)C2)c1ccc2c(c1)OCO2 (centres undefined)	5	2.5	4	-4	3	3	0	-8	7
COc1ccc(CC(=O)NCc2n[nH]c(=S)n2-c2ccc(Br)cc2)cc1	16	-3.3	-1	-2	11	-2	0	-3	-8
CCOc1ccc(OCC)c(S(=O)(=O)n2cc(C)nc2CC)c1	2	-0.2	2	-8	-2	1	0	3	0
COc1ccc(CCC(=O)N2CCCC(Nc3ccc(C)c(C)c3)C2)cc1OC (centres undefined)	12	0.7	-1	-2	-1	5	3	-2	-9
CCc1ccc([C@@H]2C[C@H]3[C@@H](CN2S(=O)(=O)c2ccc(C)cc2)C(=O)C[C@@H](c2cccc(Cl)c2)N3S(=O)(=O)c2ccc(C)cc2)cc1	6	2.8	4	0	7	-9	0	2	-1
CC1CC(OC(=O)C(O)c2ccccc2)CC(C)(C)N1C (centres undefined)	88*	0.0	41*	-2	-26	63	0	-16	-19
Nc1nonc1-n1nnc(C(=O)N/N=C/c2cccc(F)c2)c1CN1CCCCCC1	-5	0.2	-9	1	3	-3	0	8	-1
COc1cc(C(c2c(C)[nH][nH]c2=O)c2c(C)[nH][nH]c2=O)ccc1OC(=O)c1cccc([N+](=O)[O-])c1	-1	0.2	-3	0	12	-7	0	9	0
CC(=O)N1c2ccc(S(=O)(=O)N3CCCC3)cc2CC1C(=O)NCc1cccc(F)c1 (centres undefined)	8	1.1	-2	-5	2	-5	0	5	0
COCC(=O)Nc1ccccc1C(=O)Nc1ccc(OC)cc1	1	0.0	7	1	3	-5	1	2	-2
Cc1nn(CC(=O)NCc2cccc3ccccc23)c(=O)c2ccccc12	-2	1.7	2	1	7	-8	1	6	4
CCN(CC)C(=O)CSc1nc(C)cc(-c2cccs2)c1C#N	8	-1.2	-4	-1	0	-2	5	-1	-6
Cc1cccc(N2C(=O)CC(N3CCN(c4ccccc4)CC3)C2=O)c1 (centres undefined)	-9	8.5	-13	-1	11	-27	0	4	5
COc1ccc(-c2nc(N)c(C#N)c(-c3cccnc3)c2C)cc1	-5	-2.3	-1	4	3	-3	2	9	7
N#Cc1ccc(Oc2ncccn2)cc1	-3	-1.7	-9	-1	12	-21	1	1	9
COc1ccc(C(O)c2ncc(-c3ccccc3C)[nH]2)cc1F (centres undefined)	6	.	-12	3	11	-9	3	2	-3
Cn1c(SCC(=O)NNC(=O)c2ccc(Br)cc2)nnc1-c1cccnc1	2	-0.3	-1	-5	11	2	1	-2	-2
C=CCN1C(=O)c2ccc(C(=O)NCCc3ccc(OC)c(OC)c3)cc2C1=O	5	0.5	1	-3	14	5	1	6	-1
COc1cccc(-n2ccnc2SCC(=O)N2CCCc3ccccc32)c1	6	-0.4	-2	-1	0	-2	2	-4	-7
CC(C)c1nc2sc3c(SCC(N)=O)ncnc3c2c2c1CCC2	8	1.2	2	-1	3	-2	0	-3	-1
Cc1ccc(C(=O)N/N=C/C=C/c2ccccc2)o1	1	0.3	-21	-4	7	2	3	6	6
O=C(/C=C/c1ccc(Cl)cc1Cl)N1CCN(c2ccc([N+](=O)[O-])c(N3CCOCC3)c2)CC1	-3	-0.3	7	-2	2	-10	1	2	1
O=C(NC1CCCCC1)/C(=N\O)c1ccccn1	-4	-1.2	9	0	15	-17	0	1	3
CC(=O)c1ccc(N2CCN(S(=O)(=O)c3ccc4c(c3)NC(=O)CC(=O)N4)CC2)cc1	24	1.4	10	-5	-6	10	-1	-4	-11
O=C1CS/C(=C/C(=O)c2cccc(Cl)c2)N1	20	0.0	-6	1	11	-10	2	-3	13
COc1cc(C(=O)NCCC2=CCCCC2)ccc1OC1CCN(C(C)=O)CC1	-3	-0.7	-16	-4	8	1	3	8	0
CCOC(=O)C1=C(N)c2ccccc2CC1C(C)C (centres undefined)	5	0.0	2	-5	-1	-7	-1	3	-1
C#CCNC(=O)c1ccc(OCc2ccccc2)cc1Cl	8	0.7	-5	-4	8	-15	2	-1	-1
COc1ccc(-n2nc(C(=O)NCC(=O)NCCC3=CCCCC3)c3ccccc3c2=O)cc1OC	10	0.1	2	2	-8	7	17	-11	-10
O=C(NNC(=O)C1CCCCC1)c1ccncc1	-3	-1.9	1	-1	5	-8	1	-2	4
COc1ccc(N2CCN(C(=O)C3CCN(C(=O)c4ccccc4Cl)CC3)CC2)cc1	9	-1.2	2	-1	1	-3	1	-4	-3
Nc1nonc1-n1nnc(C(=O)N/N=C/c2ccc(Cl)cc2Cl)c1CN1CCCC1	-6	3.1	-23	-2	7	-3	1	10	8
O=C(COC(=O)c1cncc(Br)c1)NC1CCCC1	5	-1.0	4	3	6	-5	1	-7	1
Cc1cc(C)n2nc(S(=O)(=O)N(CC(C)C)CC(C)C)nc2n1	8	-2.3	-2	1	-5	6	0	-1	-7
C/C=C/c1ccc(OCCCCN2C(=O)NC(C)(C)C2=O)c(OC)c1	-7	-3.2	-15	-1	2	-20	10	0	-8
Cc1ccc(-c2nc(-c3ccncc3)no2)cc1	2	0.9	-11	-5	1	-3	-1	7	4
CC(C)(C)c1cccc(Cn2nnc3ccccc32)c1O	9	-0.4	7	-1	2	11	9	0	-7
COc1cccc2[nH]c(=O)c(-c3ccccc3)cc12	0	5.0	-2	-1	13	-16	3	2	-1
C=CCN(CC=C)CC(=O)Nn1c(C)ccc1C	-1	-4.2	3	2	3	-11	0	0	6
CCCCN(CC)CCCNC(=O)CN1C(=O)CSc2ccc(S(=O)(=O)N3CCOCC3)cc21	5	-1.4	-6	0	-5	0	1	10	7
Cc1cc(Br)ccc1NC(=O)CN(C)C(=O)c1cc([N+](=O)[O-])ccc1N1CCOCC1	-6	-3.8	-17	1	9	-27	2	8	3
O=C(Nc1nc2ccccc2s1)C1CCN(S(=O)(=O)c2cc([N+](=O)[O-])ccc2Cl)CC1	39*	-0.3	33*	-4	-17	53*	17	-34	-30
Cc1csc2c(SCC(=O)NNS(=O)(=O)c3cccc(C(F)(F)F)c3)ncnc12	23	-7.8	-6	-2	2	1	17	-3	-17
CCOc1ccccc1C(=O)NCCN1CCC(n2c(=O)[nH]c3ccccc32)CC1	-2	.	-9	3	.	.	5	0	-3
(cont.)
SMILES	M5 antag	CRFBP-R2 agonist	M4 antag	CHRM5 agonist	M1 PAM	M1 antag	CHRM4 agonist	M4 PAM	M5 PAM
CCOc1ccccc1N(C(=O)Nc1ccc(Cl)cc1)C1=NC(C)CS1 (centres undefined)	17	-2.1	-10	-5	-2	-5	10	9	8
COc1ccc(C)cc1NC(=O)c1ccccc1NS(=O)(=O)c1ccc(Cl)s1	24	40	1	0	-7	22	8	-14	-26
CC(=O)Nc1cccc(C(=O)N2CCN(S(=O)(=O)c3ccc(C4CCCCC4)cc3)CC2)c1	-9	-0.8	-10	-4	-8	16	2	4	-8
O=C1NC(=O)/C(=C/c2cccc([N+](=O)[O-])c2)N1	7	0.9	0	-3	19	-14	1	-4	0
Cc1cccc(C(=O)NN2S(=O)(=O)c3ccccc3S2(=O)=O)c1	10	1.2	-15	0	5	33*	0	-3	-7
O=C(NCC[C@H]1CC[C@H](NS(=O)(=O)c2ccccc2F)[C@@H](CO)O1)c1ccc(F)cc1	7	.	11	1	.	.	2	-4	-4
CCC1(C)Cc2c(sc3nc(SC)nc(N)c23)CO1 (centres undefined)	1	0.6	-2	-4	4	-13	2	5	1
O=C(N/N=C/c1ccc(Br)s1)c1c[nH]c2ccccc12	5	-1.6	18	6	7	-12	2	-4	-1
COC(=O)c1csc(-c2ccc(CO)o2)n1	-1	.	0	3	3	-4	0	10	3
O=C(NC1CCN(C(=O)C2CCCCC2)CC1)c1ccccc1	8	-4.7	13	2	8	-2	3	2	2
COc1ccc(CCNC(=O)CN2C(=O)C(=O)N(C3CCCC3)C2=O)cc1OC	-4	0.5	0	2	6	-6	4	3	5
O=S(=O)(NCCOc1ccccc1)c1ccc2ccccc2c1	1	-0.5	1	-2	8	-14	0	0	-1
CC1CCCN(CCCNC(=O)c2cn(C)c3ccc(S(=O)(=O)N(C)C4CCCCC4)cc3c2=O)C1 (centres undefined)	6	-0.2	23	-10	-8	10	0	-11	-3
Cc1ccnc(NC(=O)c2ccc3c(c2)S(=O)(=O)c2ccccc2C3=O)c1	17	-2.2	4	-3	10	-16	-1	-3	6
COCCNC(=O)/C(C#N)=C/c1nc(N(C)C)n(-c2ccc(F)cc2)c1Cl	10	-5.0	5	-4	3	1	2	-4	-2
OC[C@H]1OC(O)C[C@@H](O)[C@@H]1O (some centres undefined)	-2	3.2	8	1	9	-33	0	-3	-1
Cc1nn(CC(=O)Nc2nccs2)c(C)c1[N+](=O)[O-]	8	-1.2	4	2	7	-10	0	2	-1
CC(=O)c1ccc(OCC(O)Cn2nnc3ccccc32)cc1 (centres undefined)	14	1.8	-7	2	9	-18	3	7	-9
O=C(NCCc1c[nH]c2ccccc12)C(=O)NCC(c1ccco1)N1CCN(c2ccccc2)CC1 (centres undefined)	9	-2.0	5	1	5	-8	2	-3	-5
COCCNC(=S)N1CCC(Cc2ccccc2)CC1	-3	1.3	1	-7	4	-5	2	-6	-4
CCCC(=O)c1c[nH]c(C(=O)N2CCOCC2)c1	-7	1.1	1	-3	10	-7	1	-3	-3
COc1ccccc1-c1nnc2n1N=C(c1ccc(OC(F)F)c(OCC3CC3)c1)CS2	4	1.0	3	-12	-21	14	-1	-3	-5
COP(C)(=O)c1c(C)nn(-c2ccccc2)c1C (centres undefined)	-1	11	-1	-4	5	-4	0	20	1
Cc1nc2ccccc2n1S(=O)(=O)N(C)C	7	-0.9	-2	-1	8	-4	1	-3	-2
CC(NCc1ccc(S(N)(=O)=O)cc1)C(=O)Nc1cccc(Cl)c1 (centres undefined)	0	-1.9	1	-3	15	-17	0	4	5
